uPA surface inh: qHTS for Inhibitors of Cell Surface uPA Generation. AID 540303, 2011. cell surface uPA generation assay, qHTS. Potency, µM (titrated, usually from 38.3 µM), without a hit: top-dose activity change, negative = inhibition, most hits filed as inhibitors. 330,000 compounds, 0.31% hits; active = well fitted inhibition curve with a large enough effect; inconclusive = small, poorly fitted or top-dose-only effect; inactive = no such curve, though single readings can be large or run the other way; tested in mouse RAW 264.7 cells; also: potency is read from the fitted curve at half-maximal effect; % is scaled to controls: 0 for no effect and ±100 for the full control effect; nearly all actives have a fitted effect of over 55% in size
TCR act: Activators of T cell receptors: qHTS campaign; primary human leukocytes, anti-CD3, IL-2 HTRF, 48 h; 330,000 tested, under 10 active; Potency, µM (highest dose often 9.22 µM), for the others: at the highest dose activation of IL-2 secretion, most hits filed as activators; also: % of control where 0% means no effect
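IL-2 produced over 48 hr by a-CD3 bead-stimulated primary human leukocytes exposed to compounds was detected with a homogeneous time-resolved FRET immunoassay, 665nm acceptor signal after 320nm excitation.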
B2AR arrestin: qHTS assay of beta-arrestin-biased ligands of beta2-adrenergic receptor. Beta-2 adrenergic receptor (Homo sapiens), P07550. beta-arrestin recruitment to beta2AR, cell-based reporter. Potency, µM (titrated, usually from 46.1 µM), inactives show at the top dose activation, usual class: activators. 330,000 compounds, 0.02% hits;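 also: potency is read from the fitted curve at half-maximal effect; 0% = DMSO controls and full agonism = EC100 isoproterenol or metaproterenol; nearly all actives have a fitted effect of over 65% in size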
TSHR antagonist: Antagonists of the Thyroid Stimulating Hormone Receptor: HTS campaign | Thyrotropin receptor (Homo sapiens), P16473 | TSHR-expressing cells, TSH-stimulated cAMP HTRF, 2 h; stronger effect = lower value | activity change, negative = inhibition, % at 11.5 µM | 330,000 compounds, 0.2% hits | AID 504810, 2011;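 active = activity change below a set negative limit, meaning inhibition stronger than a set level, cut at about -70% in these data; inconclusive = activity change between two set negative limits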; also: % is scaled to controls: 0 for no effect and ±100 for the full control effect
Target sequence (P16473 whole entry, looked up): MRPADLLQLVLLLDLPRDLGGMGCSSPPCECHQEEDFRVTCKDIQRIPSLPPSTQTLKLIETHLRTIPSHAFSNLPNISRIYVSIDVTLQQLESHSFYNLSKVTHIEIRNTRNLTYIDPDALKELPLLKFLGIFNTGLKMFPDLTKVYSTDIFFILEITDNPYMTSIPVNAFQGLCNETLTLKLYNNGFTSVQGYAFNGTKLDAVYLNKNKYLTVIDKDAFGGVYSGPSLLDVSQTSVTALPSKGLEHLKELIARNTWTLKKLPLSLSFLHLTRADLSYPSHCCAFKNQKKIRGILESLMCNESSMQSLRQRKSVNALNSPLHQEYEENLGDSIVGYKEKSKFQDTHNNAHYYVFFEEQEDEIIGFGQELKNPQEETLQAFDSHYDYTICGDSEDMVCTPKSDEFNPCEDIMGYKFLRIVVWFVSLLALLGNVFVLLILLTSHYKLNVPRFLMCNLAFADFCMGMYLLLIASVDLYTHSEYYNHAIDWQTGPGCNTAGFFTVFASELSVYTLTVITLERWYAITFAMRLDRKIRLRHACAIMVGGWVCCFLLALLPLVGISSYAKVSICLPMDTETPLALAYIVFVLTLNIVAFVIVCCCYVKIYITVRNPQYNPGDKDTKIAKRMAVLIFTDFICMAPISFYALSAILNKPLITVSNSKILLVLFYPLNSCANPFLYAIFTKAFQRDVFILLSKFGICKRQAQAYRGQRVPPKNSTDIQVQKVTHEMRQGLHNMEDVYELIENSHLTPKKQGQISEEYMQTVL
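Read-out is FRET at 665 nm (cryptate excitation 337 nm) from a cryptate-tagged anti-cAMP antibody, competed by cell cAMP against cAMP-d2. Compounds are tested on freshly harvested TSHR cells challenged with 4nM TSH (EC80) for 2 hours at 37 deg C.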
USP2a inh: qHTS Assay for Inhibitors of Ubiquitin-specific Protease USP2a Using CHOP2 as the Reporter; Ubiquitin carboxyl-terminal hydrolase 2 (Homo sapiens), O75604; AID 463254, 2010; USP2 core, Ub-CHOP2 coupled fluorogenic reporter, 485/531; Potency, µM (top dose mostly 38.3 µM), for inactives: top-dose activity change, negative = inhibition, most hits filed as inhibitors; 330,000 compounds, 0.01% hits;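 also: potency is read from the fitted curve at half-maximal effect; plate controls were DMSO wells for no effect and full inhibition by NEM control for full effect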
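Cell-free coupled assay: 10nM USP2 core preincubated 30min RT with compound in Tris-HCl pH 8.0/CaCl2/CHAPS buffer, then 25nM Ub-CHOP2 and 25nM reporter substrate; fluorescence (Ex 485/Em 531) read after 60min RT, normalized to NEM inhibition, concentration-response curves fitted.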
TSG101-PTAP inh: qHTS Assay for Iinhibitors of HIV-1 Budding by Blocking the Interaction of PTAP/TSG101 | Fluorescence polarization, FITC-PTAP peptide / Tsg101 binding | Potency, µM (titrated, usually from 115 µM), inactives show at the highest dose activity change, negative = inhibition, most hits filed as inhibitors | 340,000 tested, under 10 active | AID 493005, 2010; active = well fitted inhibition curve with a large enough effect in the main read-out, with a control signal flat, not every such curve was filed as active; inconclusive = small, poorly fitted or top-dose-only effect, or effect the other way, or a change in a side signal; inactive = no such curve, though single readings can be large or run the other way; also: potency is read from the fitted curve at half-maximal effect; % of control where 0% means no effect
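Steps: Tsg101 binding domain dispensed (10 uM final), compounds pinned in DMSO, FITC-labeled PTAP-motif peptide added (50 nM final); after 20 min binding at room temperature, polarization measured.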
Eya2 phos inh: qHTS Assay for Inhibitors of the Phosphatase Activity of Eya2 | Protein phosphatase EYA2 (Homo sapiens), O00167 | recombinant Eya2, OMFP fluorescence dephosphorylation (OMFP is methylfluorescein phosphate) | Potency, µM (titrated, usually from 76.9 µM), for the others: at the top dose activity, negative = inhibition, usual class: inhibitors | 330,000 compounds, 0.006% hits; also: potency is read from the fitted curve at half-maximal effect; % is scaled to controls: 0 for no effect and ±100 for the full control effect
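Eya2 protein (added as 0.2 uM solution) was preincubated with compound for 10 min at ambient temperature in 50 mM HEPES pH 7.5, 50 mM NaCl, 5 uM MgCl2, 0.05% BSA, 1 mM DTT. OMFP (added at 50 uM) then reacted 10 min; fluorescence read at 485/525 nm.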
Tb PFK inh: qHTS Assay to Find Inhibitors of T. brucei phosphofructokinase | ATP-dependent 6-phosphofructokinase (Trypanosoma brucei brucei), O15648 | AID 485367, 2010 | 330,000 compounds, 0.17% hits | Potency, µM (highest dose often 57.5 µM), without a hit: at the top dose activity, negative = inhibition, actives largely listed as inhibitors | T. brucei PFK, ADP-Glo luminescence;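 also: potency is read from the fitted curve at half-maximal effect; 0% = uninhibited 1x PFK enzyme wells and -100% = no-enzyme wells; nearly all actives have a fitted effect of over 60% in size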
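Activity is normalized to no-enzyme wells (full inhibition) and 1.25 nM enzyme wells (no inhibition). Reaction: 0.5 mM F6P, 0.1 mM ATP, 45 min RT, ADP-Glo luminescence; concentration-response curves fitted and classed by quality.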
ELG1 DNA repair: qHTS screen for small molecules that inhibit ELG1-dependent DNA repair in human embryonic kidney (HEK293T) cells expressing luciferase-tagged ELG1; HEK293T ELG1-luciferase reporter, luminescence, 16 h; DNA damage induced by 5-fluorouridine; Potency, µM (highest dose often 46.1 µM), for inactives: at the top dose activity change, negative = inhibition, actives largely listed as inhibitors; 330,000 compounds, 2.3% hits; AID 504467, 2011; also: potency is read from the fitted curve at half-maximal effect; % is scaled to controls: 0 for no effect and ±100 for the full control effect; nearly all actives have a fitted effect of over 55% in size
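Quantitative HTS, concentration-response format. 2,000 cells/well co-treated with 5-fluorouridine and compound, 16 hr in 5% CO2 at 37 °C; ONE-Glo luminescence read after 30 min.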
Chronic BCR inh: qHTS Assay to Find Inhibitors of Chronic Active B-Cell Receptor Signaling | Potency, µM (titrated, usually from 46.1 µM), for inactives: at the highest dose ratio change, negative = lower green/red ratio, most hits filed as inhibitors | AID 493014, 2011 | ABC-DLBCL IkBa-CBG/CBR reporter, luminescence ratio, 4 h | 340,000 compounds, 0.05% hits; active = well fitted inhibition curve with a large enough effect in the signal ratio, with a control signal flat, not every such curve was filed as active; inconclusive = small, poorly fitted or top-dose-only effect, or effect the other way, or a change in a side signal; the % refers to the signal ratio;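 also: potency is read from the fitted curve at half-maximal effect; plate controls were basal doxycycline-induced cells for no effect and cells given 10 µM MG132 for full effect; MG132 reads +100%, hits lower the ratio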
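TMD8 human ABC-DLBCL cells with doxycycline-inducible IκBα–green luciferase fusion and unfused red luciferase, in 0.5% FBS medium; compounds up to 46 uM, 4 h at 37C. Green/red luminescence ratio, filter-overlap corrected, fitted to concentration-response curves.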
Mito fusion act: qHTS Assay for Small Molecule Inhibitors of Mitochondrial Division or Activators of Mitochondrial Fusion | S. cerevisiae fusion-defective mutant growth rescue, CellTiterGlo 48 h | Potency, µM (titrated, usually from 46.1 µM), without a hit: at the top dose growth rescue (activation), usual class: activators | 320,000 compounds, 0.23% hits | AID 485298, 2010;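 also: potency is read from the fitted curve at half-maximal effect; % of control where 0% means no effect; nearly all actives have a fitted effect of over 45% in size; temperature-sensitive fusion mutants such as fzo1-1 at 37 °C on non-fermentable ethanol glycerol medium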
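Yeast fusion mutant, YPEG (non-fermentable carbon), compound, 48 h at 37C non-permissive; CellTiterGlo added, 10 min RT, luminescence read. Rescued growth = division inhibition.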
Numbers without * were called inactive; ? = inconclusive; · = not tested or not shown; [ ] = remark or other dose. Unless noted, calls follow the shape of the dose curve; as a rule, active = well fitted curve in the direction sought with a large enough effect; inconclusive = small, poorly fitted or top-dose-only effect, or another doubt; inactive = no such curve, though single readings can be large; an effect the other way counts as inactive or inconclusive.

Structure	uPA surface inh	TCR act	B2AR arrestin	TSHR antagonist	USP2a inh	TSG101-PTAP inh	Eya2 phos inh	Tb PFK inh	ELG1 DNA repair	Chronic BCR inh	Mito fusion act
CCOc1ccc(C(C(=O)NCC2CCCO2)N(Cc2cccs2)C(=O)c2snc(C(N)=O)c2N)cc1 (configuration not stated)	2%	1%	0.1%	4	-2%	2%	-14%	-5%	4.6µM*	8%	-15%
CCCN(CC(=O)Nc1ccc(F)c(F)c1F)C(=O)C1=COCCO1	2%	6%	0.7%	18	1%	-1%	17%	4%	0%	0%	-1%
CCCCOc1ccc(C(=O)Oc2ccc(C)nc2)cc1	·	-1%	0.0%	4	-2%	-2%	-4%	-2%	4%	3%	-9%
CNc1nc(NC#N)nc(SC)n1	4%	1%	-0.9%	4	6%	-4%	10%	2%	-1%	2%	-5%
CS(=O)(=O)N(CC(=O)N1CCOCC1)Cc1ccc(Cl)cc1	3%	-1%	-0.1%	-5	-1%	0%	-18%	-3%	9%	3%	-4%
O=c1oc(CCCO)cc2ccccc12	16%	2%	-3.5%	-3	3%	·	0%	-4%	?	2%	·
CC(=O)c1cc2c(cc1NC(=O)c1ccc(Cl)cc1)OCCO2	5%	·	-1.2%	1	0%	2%	14%	1%	?	1%	-1%
C=Cn1cc[n+](CC(=O)c2ccc(OC)cc2)c1	0%	0%	0.8%	6	0%	-5%	16%	2%	0%	2%	0%
CCC(=O)Oc1ccc(C(=O)Nc2cccc(C(=O)c3ccccc3)c2)cc1	-10%	-2%	0.3%	-5	5%	-5%	-6%	0%	-25%	-17%	9%
O=C(CNS(=O)(=O)c1cccs1)N1CCCC1	3%	10%	-0.9%	7	0%	1%	7%	24%	0%	-1%	0%
Cc1cc(C)c(S(=O)(=O)ON2C(=O)c3ccccc3C2=O)cc1C	-4%	-5%	-0.1%	25	2%	-1%	13%	1%	14%	?	-1%
O=C(N/C(=C\c1ccc(Cl)cc1)C(=O)N1CCOCC1)c1ccco1	-4%	0%	0.3%	-1	0%	-7%	4%	7%	1%	0%	17%
S=c1[nH]nc(C2CC2c2ccc(Cl)cc2)n1-c1ccc(Cl)cc1 (configuration not stated)	-3%	-2%[46.1 µM]	-1.0%	-6	3%	-6%	-6%	6%	1%	5%	-9%
COc1ccc(NC(=O)c2ccc(S(=O)(=O)N3CCCCCC3)cc2)c(OC)c1	6%	2%	-1.2%	-7	-3%	-7%	-10%	0%	-11%	?	1%
O=C(Nc1ccccc1F)c1ccc2c(c1)OCO2	-5%	-3%	-0.3%	-7	0%	1%	-5%	-6%	?	?	-2%
COc1ccc(Cl)c(NCCC(=O)O)c1	3%	0%[46.1 µM]	-1.8%	4	-2%	0%	-2%	-2%	7%	10%	-1%
CCN(C(=O)CSc1cc(C)c2ccc(OC)cc2n1)C1CCS(=O)(=O)C1 (configuration not stated)	-3%	-1%	-0.1%	3	7%	0%	-4%	0%	-17%	0%	8%
COc1ccc(NC(=O)N(C)C[C@H]2Oc3ccc(NC(=O)Cc4ccccc4)cc3C(=O)N([C@H](C)CO)C[C@@H]2C)cc1	5%	0%	-1.6%	-5	-2%	2%	3%	-1%	-4%	0%	·
Cn1c(=O)c2c(nc(CN3CCOCC3)n2CCCc2ccccc2)n(C)c1=O	-1%	-3%[46.1 µM]	0.1%	-11	1%	-4%	4%	3%	3%	?	4%
Cc1cc(=O)oc2c(C)c(OCC(=O)N3CCC(C(=O)O)CC3)ccc12	11%	5%	0.2%	0	-1%	2%	17%	1%	10%	?	-2%
O=C(NCCN1C(=O)S/C(=C\c2ccc(Cl)cc2)C1=O)C1=COCCO1	-3%	-2%	-0.2%	-8	2%	-1%	-23%	6%	1%	2%	·
COc1ccccc1N1CCN(c2nc(C)cc(C)c2C#N)CC1	1%	-6%	-0.4%	-23	-1%	-2%	6%	5%	-6%	-4%	6%
C/C(NC(=O)c1ccccc1)=C1/C(=O)CC2C1C2(C)C (configuration not stated)	-5%	-5%	0.1%	-13	3%	0%	-20%	4%	?	?	3%
Cc1coc2c(C)c3oc(=O)c(CCC(=O)NCCN4CCOCC4)c(C)c3cc12	2%	-5%	-0.2%	-1	3%	-3%	-22%	1%	-17%	-10%	1%
CCCN(CC(=O)Nc1ccccc1C)C(=O)c1cc(=O)[nH]c2ccccc12	11%	0%	0.1%	3	0%	0%	-11%	6%	23%	-21%	-9%
Cc1cccc(N(CC(=O)NC2CCCC2)C(=O)c2nsc(Cl)c2Cl)c1C	11%	-1%	-0.6%	-16	-2%	-4%	-4%	-2%	?	-9%	3%
Cc1ccnc2nc(C(=O)OCC(=O)c3ccc(NC(=O)CC(C)C)cc3)nn12	0%	4%	-0.8%	27	0%	1%	3%	7%	10%	0%	·
CCOC(=O)N1CCN(Cc2nc(N)nc(Nc3ccc(OC)cc3)n2)CC1	·	-5%	0.3%	26	2%	-2%	-3%	2%	-11%	?	-1%
CCCCCC1NC(=O)NC1CCCCCC(=O)O (configuration not stated)	-1%	2%	-0.2%	-5	3%	-10%	6%	-4%	12%	-1%	0%
O=C(COc1ccccc1Cl)Nc1ccc(Cl)cn1	-2%	·	-0.1%	-5	-1%	-6%	3%	-6%	?	?	4%
O=C(c1cnn2c(C(F)F)cc(C3CC3)nc12)N1CCOCC1	-3%	1%	-0.5%	-9	1%	-2%	-1%	-1%	-7%	-1%	-4%
CSc1nc2sc3c(c2c(=O)[nH]1)CCc1ccccc1-3	0%	6%[46.1 µM]	0.4%	-11	-7%	-11%	-16%	0%	10%	-2%	-1%
CCOC(=O)C1=C(O)c2ccccc2C(=O)/C1=C\c1ccc(C)cc1	-9%	4%[46.1 µM]	3.1%	-13	2%	-6%	3%	19%	?	?	18%
COc1ccccc1CC(NC(C)=O)C(=O)NC1CCN(c2nnnn2-c2ccccc2)CC1 (configuration not stated)	-1%	-4%	-0.2%	1	2%	-2%	2%	-3%	2%	4%	-11%
Fc1ccc(Nc2nc(N3CCOCC3)c3ccccc3n2)cc1	13%	-3%	-0.2%	-16	0%	-2%	-6%	2%	?	?	1%
CC(NC(=O)CCNS(=O)(=O)c1cccc2nonc12)c1ccccc1 (configuration not stated)	3%	6%	0.1%	4	2%	-6%	1%	3%	-2%	-10%	0%

A different layout for part of the listing above.
Second line of a record: uPA surface inh, TCR act, B2AR arrestin, TSHR antagonist, USP2a inh, TSG101-PTAP inh, Eya2 phos inh, Tb PFK inh, ELG1 DNA repair, Chronic BCR inh, Mito fusion act
CSc1nc2sc3c(c2c(=O)[nH]1)CCc1ccccc1-3
    0%, 6%[46.1 µM], 0.4%, -11, -7%, -11%, -16%, 0%, 10%, -2%, -1%
CCOC(=O)C1=C(O)c2ccccc2C(=O)/C1=C\c1ccc(C)cc1
    -9%, 4%[46.1 µM], 3.1%, -13, 2%, -6%, 3%, 19%, ?, ?, 18%
